Screens: PubChem, National Center for Advancing Translational Sciences (NCATS)
BLM inh: qHTS Assay for Inhibitors of Bloom's syndrome helicase (BLM) | recombinant BLM DNA unwinding, fluorescence dequenching | Potency, µM (titrated, usually from 56.1 µM), inactives show at the top dose activity change, negative = inhibition, usual class: inhibitors | actives 0.2% (n = 350,000) | AID 2528, 2010;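 further: plate controls were vehicle for no effect and no enzyme for full effect; nearly all actives have a fitted effect of over 35% in size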
APEX1 inh: qHTS Assay for Inhibitors of the Human Apurinic/apyrimidinic Endonuclease 1 (APE1); Potency, µM (series often up to 65.8 µM), for inactives: top-dose activity change, negative = inhibition, usual class: inhibitors; recombinant APE1, TAMRA/BHQ-2 abasic DNA cleavage fluorescence; DNA repair nuclease/redox regulator APEX1 (Homo sapiens), P27695; actives 0.35% (n = 350,000); AID 2517, 2012;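 further: plate controls were vehicle for no effect and reference inhibitor for full effect; nearly all actives have a fitted effect of over 55% in size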
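Compound pre-exposure to 0.75 nM APE1, 15 min at ambient temperature. Reaction initiated with 50 nM TAMRA/BHQ-2 THF substrate, read immediately in kinetic mode, 525 nm excitation, 598 nm emission.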
JMJD2A Tudor: qHTS Assay for Inhibitors of JMJD2A-Tudor Domain; AlphaScreen JMJD2A-Tudor / H3K4me3 peptide binding; Potency, µM (highest dose often 114 µM), without a hit: top-dose activity change, negative = inhibition, most hits filed as inhibitors; actives 4.4% (n = 390,000); AID 504339, 2011; further: on the % scale 0 is the no-effect control and ±100 the full control effect; nearly all actives have a fitted effect of over 50% in size
POLI inh: qHTS for Inhibitors of Polymerase Iota. DNA polymerase iota (Homo sapiens), Q9UNA4. Pol iota fluorescent replication assay, 10 min. Potency, µM (series often up to 115 µM), for the others: at the top dose activity, negative = inhibition, most hits filed as inhibitors. actives 1% (n = 390,000). AID 588590, 2011
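Pol iota at 10 nM preincubated 15 min with compounds at room temperature; reaction started with fluorescent substrate, 50 nM final. Fluorescence read kinetically at 0 and 10 min; buffer-only wells as negative control.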
G9a inh: qHTS Assay for Inhibitors of Histone Lysine Methyltransferase G9a. Histone-lysine N-methyltransferase EHMT2 (Homo sapiens), Q96KQ7. G9a H3K9 monomethylation, AlphaScreen, 2 h. Potency, µM (highest dose often 102 µM), for the others: at the highest dose activity, negative = inhibition, actives largely listed as inhibitors. actives 8.8% (n = 350,000). AID 504332, 2011; further: on the % scale 0 is the no-effect control and ±100 the full control effect; nearly all actives have a fitted effect of over 75% in size
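Chemiluminescent proximity detection of H3K9 monomethylation, read after 10 min bead incubation in the dark. Reaction: 20 nM G9a, 500 nM biotin-H3K9 peptide, 20 uM SAM cofactor, 2 h, room temperature, following 15 min enzyme-compound preincubation.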
Pol kappa inh: qHTS for Inhibitors of Polymerase Kappa. DNA polymerase kappa (Homo sapiens), Q9UBT6. purified Pol kappa, fluorescent DNA synthesis assay, 10 min. actives 0.53% (n = 400,000). Potency, µM (top dose mostly 107 µM), for the others: at the highest dose activity, negative = inhibition, hits mostly inhibitors; further: on the % scale 0 is the no-effect control and ±100 the full control effect
Target sequence (Q9UBT6 whole entry, looked up): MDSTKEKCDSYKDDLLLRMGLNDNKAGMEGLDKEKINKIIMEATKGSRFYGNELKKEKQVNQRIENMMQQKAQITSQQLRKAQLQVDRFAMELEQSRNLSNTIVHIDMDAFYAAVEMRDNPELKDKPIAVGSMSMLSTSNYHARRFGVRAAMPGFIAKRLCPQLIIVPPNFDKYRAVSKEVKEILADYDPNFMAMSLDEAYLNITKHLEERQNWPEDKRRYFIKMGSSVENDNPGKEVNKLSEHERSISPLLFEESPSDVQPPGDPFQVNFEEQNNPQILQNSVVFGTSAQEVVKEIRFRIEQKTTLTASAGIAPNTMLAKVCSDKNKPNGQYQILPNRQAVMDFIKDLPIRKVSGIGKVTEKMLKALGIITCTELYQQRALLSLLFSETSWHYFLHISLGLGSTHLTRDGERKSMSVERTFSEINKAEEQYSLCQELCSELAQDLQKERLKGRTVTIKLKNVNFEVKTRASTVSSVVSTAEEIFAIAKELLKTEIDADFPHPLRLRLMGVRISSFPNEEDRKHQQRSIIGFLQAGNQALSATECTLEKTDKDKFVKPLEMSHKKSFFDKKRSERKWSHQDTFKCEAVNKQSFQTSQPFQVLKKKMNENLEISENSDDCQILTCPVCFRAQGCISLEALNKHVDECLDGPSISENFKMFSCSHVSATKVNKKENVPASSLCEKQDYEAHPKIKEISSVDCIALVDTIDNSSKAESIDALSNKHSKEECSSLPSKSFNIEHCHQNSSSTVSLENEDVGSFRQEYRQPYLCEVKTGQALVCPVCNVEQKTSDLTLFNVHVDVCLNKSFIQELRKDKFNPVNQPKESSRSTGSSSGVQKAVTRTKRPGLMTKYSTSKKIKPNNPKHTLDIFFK
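10 nM Pol kappa was preincubated with compounds for 15 min at room temperature. Reaction started with 50 nM (final) substrate. Fluorescence read kinetically at 0 and 10 min.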
BAZ2B inh: qHTS Assay for Inhibitors of BAZ2B; AlphaScreen BAZ2B-H3K14Ac peptide displacement; Potency, µM (doses to about 114 µM), for inactives: at the highest dose activity change, negative = inhibition, actives largely listed as inhibitors; actives 4.4% (n = 360,000); further: on the % scale 0 is the no-effect control and ±100 the full control effect; nearly all actives have a fitted effect of over 60% in size
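AlphaScreen displacement: compounds (up to 110uM) incubated 30 min at room temperature with a preformed 50 nM BAZ2B/50 nM biotinylated H3K14Ac peptide complex in PBS pH 7.4 with Tween-20. Donor and acceptor beads at 10 ug/mL final added, 20 min light-protected before reading.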
POLH inh: qHTS for Inhibitors of Polymerase Eta; AID 588591, 2011; Potency, µM (doses to about 114 µM), without a hit: at the top dose activity change, negative = inhibition, usual class: inhibitors; actives 1.2% (n = 390,000); recombinant Pol eta, fluorescent DNA replication assay; further: on the % scale 0 is the no-effect control and ±100 the full control effect
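Fluorescent replication assay: 50 nM final substrate added after a 15 min room-temperature compound preincubation with 10 nM enzyme. Signal taken at 0 min and again at 10 min.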
Pol beta inh: qHTS Assay for Inhibitors of DNA Polymerase Beta; P06746; Pol beta primer extension/strand displacement, fluorescence kinetic; Potency, µM (highest dose often 114 µM), for the others: top-dose activity change, negative = inhibition, actives largely listed as inhibitors; actives 1.3% (n = 340,000); AID 485314, 2010; further: on the % scale 0 is the no-effect control and ±100 the full control effect
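Enzyme-only controls used 10 nM Pol beta; buffer lacking enzyme served as negative control. Compound preincubated 15 min, then 50 nM substrate added; 0 and 10 min reads at room temperature.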
An asterisk follows results filed as active; & = joins results of further samples; ! = not confirmed by another sample; [ ] = remark or other dose. The call rests on the fitted dose curve; in most records, active means well fitted curve in the direction sought with a large enough effect; inconclusive means small, poorly fitted or top-dose-only effect, or another doubt; inactive means no such curve, though single readings can be large; an effect the other way counts as inactive or inconclusive. Potency means the concentration at half of the fitted maximal effect.

COc1ccccc1Nc1sc(C(=O)c2ccc(C)cc2C)c(N)c1S(=O)(=O)c1ccccc1 was read as BLM inh -6%, JMJD2A Tudor -31%, POLI inh 18%, G9a inh -24%[59 µM], Pol kappa inh -11%[60.1 µM], BAZ2B inh -21%, POLH inh 3% and Pol beta inh 1%.
Screening C=CCNc1nc(S(=O)Cc2ccc(C)cc2)nc2c1CCCC2 (stereo not given) returned BLM inh -2%, APEX1 inh -1%, JMJD2A Tudor -7%, POLI inh 61%[activator], G9a inh 10%, Pol kappa inh 0%, BAZ2B inh -2%, POLH inh -21% and Pol beta inh 1%.
C[C@@H]1COC(=O)[C@H](CC(=O)OC(C)(C)C)C/C=C\C[C@@H](CC(=O)N(CCO)Cc2ccccc2)C(=O)N1 was read as APEX1 inh -8%, JMJD2A Tudor -15%, POLI inh inconclusive, Pol kappa inh -6% and POLH inh -8%.
For CC(C)CC(=O)NC(=S)Nc1cccc(NC(=O)c2ccccc2Cl)c1 the results were BLM inh -17%, APEX1 inh 10%, JMJD2A Tudor inconclusive, POLI inh 17%, G9a inh 7.9µM*, Pol kappa inh -9%, BAZ2B inh -3%, POLH inh -6% and Pol beta inh 4%.
For O=S(=O)(Nc1ccc(-n2cnnn2)cc1)c1ccc(Cl)s1 the results were APEX1 inh 17%, JMJD2A Tudor -6%, POLI inh 28%, Pol kappa inh -2% and POLH inh -17%.
Screening COc1cc(/C=C2\N=C(C)OC2=O)cc(OC)c1OC returned BLM inh -2%, APEX1 inh 5%, JMJD2A Tudor -9%, POLI inh 20%, G9a inh 32µM*, Pol kappa inh 2%, BAZ2B inh -4%, POLH inh -14% and Pol beta inh 14%.
For O=C(CSc1nc(O)c(Cc2ccccc2)c(=O)[nH]1)Nc1nnc(SCc2ccccc2)s1 the results were BLM inh -12%, APEX1 inh -3%, JMJD2A Tudor -21%, POLI inh inconclusive, G9a inh -48%, Pol kappa inh inconclusive, BAZ2B inh inconclusive, POLH inh -20% and Pol beta inh 3%.
COc1ccc(NC(=S)NC(NC(=O)c2cccc3ccccc23)C(Cl)(Cl)Cl)c([N+](=O)[O-])c1 (stereo not given) was read as BLM inh -10%, APEX1 inh inconclusive, JMJD2A Tudor inconclusive, POLI inh 33%[activator], G9a inh 45µM*, Pol kappa inh -7%[60.1 µM], BAZ2B inh inconclusive, POLH inh -11% and Pol beta inh 1%.
Screening COC(=O)Cc1c(C(=O)OC)nnn1-c1ccc(OC(F)(F)F)cc1 returned BLM inh -7%, APEX1 inh -2%, JMJD2A Tudor 3%, POLI inh 43%[activator], G9a inh 2%, Pol kappa inh 6%, BAZ2B inh -32%, POLH inh -2% and Pol beta inh -29%.
`COc1cc(Cl)c(C)cc1NC(=O)c1cc2c(=O)oc3ccccc3c2s1` gave BLM inh 2%, JMJD2A Tudor -6%, POLI inh inconclusive, G9a inh -26%[59 µM], Pol kappa inh -12%, BAZ2B inh 7%, POLH inh -27% and Pol beta inh 14%.
For COc1ccc(-c2nc3cnc(N4CCNCC4)nc3n(CCc3ccccc3)c2=O)cc1 the results were BLM inh -5%, APEX1 inh 3%, G9a inh 9%[12.7 µM] and Pol kappa inh -4%[60.1 µM].
`CCN(CCCNC(=O)CCC(=O)N1CCOc2ccccc21)Cc1ccccc1` gave BLM inh 1%, APEX1 inh 32%, JMJD2A Tudor 3%, POLI inh 1%, G9a inh 19%, Pol kappa inh -15%, BAZ2B inh 7%, POLH inh -2% and Pol beta inh 8%.

Among those listed so far, these have a thiophene ring, fused or not:
COc1ccccc1Nc1sc(C(=O)c2ccc(C)cc2C)c(N)c1S(=O)(=O)c1ccccc1 was read as BLM inh -6%, JMJD2A Tudor -31%, POLI inh 18%, G9a inh -24%[59 µM], Pol kappa inh -11%[60.1 µM], BAZ2B inh -21%, POLH inh 3% and Pol beta inh 1%.
For O=S(=O)(Nc1ccc(-n2cnnn2)cc1)c1ccc(Cl)s1 the results were APEX1 inh 17%, JMJD2A Tudor -6%, POLI inh 28%, Pol kappa inh -2% and POLH inh -17%.
`COc1cc(Cl)c(C)cc1NC(=O)c1cc2c(=O)oc3ccccc3c2s1` gave BLM inh 2%, JMJD2A Tudor -6%, POLI inh inconclusive, G9a inh -26%[59 µM], Pol kappa inh -12%, BAZ2B inh 7%, POLH inh -27% and Pol beta inh 14%.

Next section
`CN1C(=C2C(=O)OC(C)(C)OC2=O)Sc2ccccc21` gave BLM inh 1%, APEX1 inh 1%, JMJD2A Tudor -7%, POLI inh 24%, G9a inh 4%, Pol kappa inh -6%, BAZ2B inh -14%, POLH inh -12% and Pol beta inh 9%.
Cc1nc(NC(=O)c2cc3c(s2)CCCCC3)sc1C(=O)N(C)C was read as BLM inh -5%, APEX1 inh -5%, JMJD2A Tudor -19%, POLI inh inconclusive, G9a inh -1%[12.7 µM], Pol kappa inh -9%, BAZ2B inh -5%, POLH inh -15% and Pol beta inh 2%.
Screening Cc1ccc(C(=O)NC(=C(Cl)Cl)S(=O)(=O)c2ccc(C)cc2)cc1 returned BLM inh -3%, APEX1 inh 0%, JMJD2A Tudor -21%, POLI inh -4%, G9a inh inconclusive, Pol kappa inh -25%, BAZ2B inh 8%, POLH inh 3% and Pol beta inh inconclusive.
Screening Cc1c(NC(=O)c2cc(-c3cccc(O)c3)on2)c(=O)n(-c2ccccc2)n1C returned BLM inh -4%, JMJD2A Tudor -15%, POLI inh 23%, G9a inh inconclusive, Pol kappa inh -16%, BAZ2B inh -4%, POLH inh -7% and Pol beta inh -4%.
COCCN(C(=O)CSc1n[nH]c(-c2ccccc2)n1)c1c(N)n(CC(C)C)c(=O)[nH]c1=O was read as APEX1 inh -8%, JMJD2A Tudor -1%, POLI inh 12%, G9a inh inconclusive, Pol kappa inh -13%, BAZ2B inh 6% and POLH inh -2%.
Screening CCCCn1cc(S(=O)(=O)c2cc(C)ccc2C)c(=O)c2cc(F)c(N3CCC(C)CC3)cc21 returned BLM inh -1%, JMJD2A Tudor -16%, POLI inh 8%, G9a inh 5%[59 µM], Pol kappa inh -5%, BAZ2B inh 3%, POLH inh -16% and Pol beta inh 17%.
Screening COc1c(Cl)cc(Cl)cc1C(=O)Nc1ccc(NC(=O)c2cccs2)cc1 returned BLM inh -3%, APEX1 inh -15%, JMJD2A Tudor -8%, POLI inh 17%, G9a inh 20%, Pol kappa inh -1%, BAZ2B inh -3%, POLH inh -1% and Pol beta inh 17%.
`CCC(=O)N1CCc2cc(CNC(=O)c3ccc(F)cc3)ccc21` gave BLM inh -1%, JMJD2A Tudor -8%, POLI inh 12%, G9a inh 7%[59 µM], Pol kappa inh 0%[60.1 µM], BAZ2B inh -4%, POLH inh 0% and Pol beta inh 10%.
For CCOc1ccc2nc(SCC(=O)N3c4ccccc4Sc4ccccc43)sc2c1 the results were BLM inh 0%, APEX1 inh 16%, JMJD2A Tudor -4%, POLI inh 20%, G9a inh -5%[59 µM], Pol kappa inh -8%, BAZ2B inh 5%, POLH inh -18% and Pol beta inh -14%.
Screening COc1ccc(CCNC(=O)CCN2C(=O)c3ccccc3C2=O)cc1OC returned BLM inh 2%, APEX1 inh 22%, BAZ2B inh -6% and Pol beta inh 29%.
Screening CCOC(=O)N1CCN(Cc2nc(-c3ccc(C)cc3)no2)CC1 returned BLM inh -2%, APEX1 inh -3%, JMJD2A Tudor 6%, POLI inh 14%, G9a inh 12%[59 µM], Pol kappa inh 3%, BAZ2B inh -3%, POLH inh -13% and Pol beta inh -9%.
Screening C=CCC1(O)C(=O)N2C(=C1C(=O)OCC)c1ccc3ccccc3c1CC2(C)C (stereo not given) returned BLM inh -8%, APEX1 inh 4%, JMJD2A Tudor -19%, POLI inh 25%, G9a inh 14%, Pol kappa inh 5%, BAZ2B inh -3%, POLH inh -20% and Pol beta inh 49%.
O=C(O)c1ccccc1NC(c1ccccc1)c1ccc2cccnc2c1O (stereo not given) was read as JMJD2A Tudor 28µM*, POLI inh 4%, Pol kappa inh -10% and POLH inh inconclusive.
Screening O=C1NCC(COc2ccc(Cl)cc2)O1 (stereo not given) returned BLM inh -3%, APEX1 inh 0%, JMJD2A Tudor -10%, POLI inh -6%, G9a inh 10%, Pol kappa inh 5%, BAZ2B inh -3%, POLH inh -2% and Pol beta inh 6%.
Screening CSCCC(NC(=O)C1CCCC1)c1nnc2ccccn12 (stereo not given) returned BLM inh -1%, APEX1 inh 39%, JMJD2A Tudor 7%, POLI inh 70%[activator], G9a inh 2%, Pol kappa inh 6%, BAZ2B inh -13%, POLH inh -10% and Pol beta inh 11%.
O=C(CO/N=C/c1ccc(OC(F)F)cc1)N1CCc2ccccc21 was read as BLM inh 0%, APEX1 inh -2%, JMJD2A Tudor -10%, POLI inh 1%, G9a inh -1%[59 µM], Pol kappa inh -9%, BAZ2B inh 7%, POLH inh -2% and Pol beta inh 5%.
For CC(=O)N1CCc2ccc(NC(=O)c3c(-c4c(Cl)cccc4Cl)noc3C)cc21 the results were BLM inh -1%, APEX1 inh -1%, JMJD2A Tudor -7%, POLI inh 96%[activator], G9a inh 9%, Pol kappa inh -3%, BAZ2B inh 2%, POLH inh -17% and Pol beta inh 14%.
CSc1ccc2c(c1)C(N1CCN(C)CC1)Cc1ccccc1S2 (stereo not given) was read as BLM inh 17%&-4%&-3%, APEX1 inh 20%&13%&0%&2%, JMJD2A Tudor 63µM*, POLI inh -4%[58.9 µM], G9a inh 18µM*!, Pol kappa inh inconclusive, BAZ2B inh inconclusive, POLH inh -9%[57.1 µM] and Pol beta inh 7%[57.1 µM].

A portion of the library; the hit share may differ from the screen's.
